pPAFAH inh = pPAFAH (human) enzyme inhibition | AID 463082 | 330,000 tested, 1.5% active | recombinant pPAFAH, FP-rhodamine probe fluorescence polarization | inhibition, % at 3.39 µM;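 active = inhibition above the mean inhibition across the screen plus 3 SD, cut at about 25% in these data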;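 also: inhibitors block binding of the rhodamine activity-based probe so polarization drops; 0% = enzyme with DMSO and 100% = wells lacking pPAFAH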
PAFAH2 FP inh = inhibitors of human PAFAH2; Q99487; recombinant PAFAH2, FP-rhodamine activity probe, fluorescence polarization; inhibition, % at 3.39 µM; 340,000 tested, 0.99% active; AID 492956;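 active = inhibition above the mean over all tested compounds plus 3 SD, cut at about 30% in these data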;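 also: inhibitors block probe labeling of enzyme so polarization drops; 0% = enzyme with DMSO and 100% = wells lacking PAFAH2 protein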
GSTO1 inh = counter-screen for RBBP9 inhibitors: inhibitors of human GSTO1; recombinant GSTO1, activity-based probe fluorescence polarization; 300,000 tested, 1.1% active; AID 1974; P78417; inhibition, % at 5.96 µM;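 active = inhibition above the campaign mean inhibition plus 3 SD, cut at about 35% in these data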;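 also: 0% = GSTO1-1 with DMSO and 100% = wells lacking GSTO1-1 enzyme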
PAD4 FP inh = inhibitors of human PAD4. Q9UM07. recombinant PAD4, RCA probe fluorescence polarization. 330,000 tested, 0.41% active. inhibition, % at 6.36 µM;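 active = percent inhibition above a cutoff equal to the mean of all tested compounds plus 3 SD, cut at about 15% in these data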;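 also: 0% = PAD4 with RCA probe and DMSO and 100% = probe without PAD4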
PAFAH1B3 inh = blocks human PAF acetylhydrolase 1B catalytic subunit 3 | Q15102 | recombinant PAFAH1B3, FP-rhodamine probe, fluorescence polarization | inhibition, % at 3.39 µM | 340,000 tested, 0.28% active | AID 492972;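 active = inhibition above the screen-wide average of all tested compounds plus 3 SD, cut at about 25% in these data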;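 also: 0% = enzyme with DMSO only and 100% = wells lacking PAFAH1B3 protein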
LYPLA1 counter = LYPLA1 (human) inhibition in PME1 counter-screen; O75608; recombinant LYPLA1, FP-Rh probe fluorescence polarization; inhibition, % at 5.9 µM; 320,000 tested, 0.16% active;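 active = inhibition above the mean of all tested compounds plus 3 SD, set per campaign, cut at about 14% in these data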;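 also: inhibitors block serine hydrolase probe labeling of LYPLA1 so polarization falls; 0% = enzyme with DMSO and 100% = wells lacking LYPLA1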
PAFAH1B2 FP inh = inhibitors of human PAFAH1B2 | inhibition, % at 3.39 µM | 340,000 tested, 1.2% active | P68402 | recombinant PAFAH1B2, FP-rhodamine activity probe, fluorescence polarization;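 active = inhibition above the mean of all tested compounds plus 3 SD, cut at about 24% in these data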;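 also: 0% = enzyme with DMSO and 100% = wells lacking PAFAH1B2; many of its hits are not listed in these tables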
Target sequence (P68402 whole entry, looked up): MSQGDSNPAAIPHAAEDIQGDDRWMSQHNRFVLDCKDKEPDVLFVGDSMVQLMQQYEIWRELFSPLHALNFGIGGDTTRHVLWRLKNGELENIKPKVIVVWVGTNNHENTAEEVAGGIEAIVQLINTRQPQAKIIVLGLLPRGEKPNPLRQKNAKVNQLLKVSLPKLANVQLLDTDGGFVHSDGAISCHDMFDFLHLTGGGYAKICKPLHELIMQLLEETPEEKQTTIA
PREPL inh = human PREPL enzyme inhibition; Q4J6C6; 320,000 tested, 0.68% active; recombinant PREPL, fluorescence polarization activity-based probe; inhibition, % at 5.96 µM; AID 2751; in the data active = inhibition above about 43%;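 also: 0% = enzyme with DMSO and 100% = wells lacking enzyme; many of its hits are not listed in these tables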
Target sequence (Q4J6C6 whole entry, looked up): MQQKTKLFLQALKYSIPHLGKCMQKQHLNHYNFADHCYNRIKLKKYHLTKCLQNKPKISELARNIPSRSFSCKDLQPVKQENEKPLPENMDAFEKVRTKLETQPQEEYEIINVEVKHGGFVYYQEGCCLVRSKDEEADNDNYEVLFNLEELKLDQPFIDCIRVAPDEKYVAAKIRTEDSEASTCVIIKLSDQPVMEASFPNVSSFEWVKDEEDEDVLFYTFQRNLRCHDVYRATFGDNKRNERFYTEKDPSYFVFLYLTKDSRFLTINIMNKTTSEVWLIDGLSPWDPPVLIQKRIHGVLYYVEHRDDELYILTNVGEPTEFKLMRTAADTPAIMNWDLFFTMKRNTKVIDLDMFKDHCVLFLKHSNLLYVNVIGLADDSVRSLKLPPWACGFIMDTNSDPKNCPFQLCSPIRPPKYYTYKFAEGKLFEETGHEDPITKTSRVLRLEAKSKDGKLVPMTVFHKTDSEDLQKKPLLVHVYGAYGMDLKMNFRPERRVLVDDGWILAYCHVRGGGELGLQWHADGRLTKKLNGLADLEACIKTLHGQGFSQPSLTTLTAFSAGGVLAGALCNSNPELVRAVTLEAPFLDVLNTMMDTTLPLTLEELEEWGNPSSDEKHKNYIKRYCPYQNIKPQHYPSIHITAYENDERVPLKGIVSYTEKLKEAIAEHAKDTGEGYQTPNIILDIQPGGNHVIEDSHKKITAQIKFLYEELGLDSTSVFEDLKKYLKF
LYPLA2 counter = LYPLA2 (human) inhibition in PME1 counter-screen | O95372 | recombinant LYPLA2, FP-Rh probe fluorescence polarization | inhibition, % at 5.9 µM | 320,000 tested, 0.38% active;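 active = inhibition above the screen-wide mean plus 3 SD, limit set per campaign, cut at about 26% in these data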;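 also: 0% = LYPLA2 with DMSO and 100% = wells lacking LYPLA2 enzyme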
Numbers without * were called inactive; x = not tested or not shown. A portion of the library; the hit share may differ from the screen's.

SMILES	pPAFAH inh	PAFAH2 FP inh	GSTO1 inh	PAD4 FP inh	PAFAH1B3 inh	LYPLA1 counter	PAFAH1B2 FP inh	PREPL inh	LYPLA2 counter
C=CCN(C(=O)CCC(=O)Nc1cc(C)on1)C(C(=O)NC1CCCC1)c1ccc(Cl)cc1 (centres undefined)	5	-2	-5	-6	1	-3	0	-14	4
CN(Cc1cccs1)C(=O)CSc1nnnn1C	-1	-4	1	4	3	1	5	3	1
O=C(CCc1ccc(S(=O)(=O)NC2CCCCC2)cc1)Nc1ccccc1	13	5	6	-4	4	-2	3	13	-5
O=C(NCC(c1cccs1)N1CCOCC1)c1cc([N+](=O)[O-])ccc1Cl (centres undefined)	0	4	6	-3	3	-3	-2	7	3
CC(C)(C)NNC(=S)Nc1ccc(S(=O)(=O)N2CCOCC2)cc1	-6	6	-6	-4	8	-1	8	15	-4
Fc1cccc(Cl)c1CSc1ncn[nH]1	3	7	3	6	12	0	5	-4	-1
O=C(N/N=C/C=C/c1ccco1)C(O)c1ccccc1 (centres undefined)	16	8	18	-7	4	-2	1	3	0
CC1=CS(=O)(=O)CC1Sc1ncn[nH]1 (centres undefined)	4	1	-1	-2	9	4	1	-7	4
Cc1ccc(OC(C)C(=O)N(Cc2cccs2)C2CCS(=O)(=O)C2)cc1C (centres undefined)	2	-6	-1	-1	10	3	8	2	3
CC(O)c1ccc(OCCN(C)c2ccccn2)cc1 (centres undefined)	-5	3	0	1	3	0	-3	3	0
CCn1c(-c2ccccc2Cl)nn(CC(=O)Nc2ccc(OC)cc2)c1=S	5	0	5	-3	6	-1	3	6	-6
CCNC(=S)NNC(=O)c1cc(C)nc2ccccc12	2	-12	5	0	4	0	4	6	2
CCOc1ccc(CCNC(=O)c2cc(S(=O)(=O)N3CCOCC3)ccc2C)cc1OCC	-5	1	-5	-4	3	-1	-2	2	5
Clc1ccccc1/C=N/N1CCN(Cc2ccccc2)CC1	2	3	9	-3	11	-1	5	-6	5
Cc1nn(Cc2ccccc2)c(C)c1NC(=O)CCCn1nc([N+](=O)[O-])c(Cl)c1C	5	2	2	-2	6	1	3	12	-1
Nc1ccccc1SCC(=O)Nc1ccc2c(c1)OCCO2	5	-1	1	-2	-2	0	4	6	5
CC(C)N1CCC(NC(=O)NC2CCCCC2)CC1	5	0	-3	-2	-7	-1	-3	9	2
O=C(O)c1cc2cc(Cl)ccc2oc1=O	2	-2	-1	-3	10	-4	2	4	-6
COc1ccccc1NC(=O)CSc1ccc(-c2ccc(-n3ccnc3)cc2)nn1	5	2	-15	1	2	-3	4	-20	0
CCn1c(-c2ccccc2SC)n[nH]c1=S	3	-13	7	-2	-2	0	3	-3	1
CC(=O)NCCNc1nc2c(-c3cccc(C)c3)nnn2c2ccccc12	10	-4	-32	-6	11	0	1	27	-1
C=CCNc1nc(C)c(CNc2c(C)cc(C)cc2C)nc1C#N	1	6	5	2	3	0	1	2	-1
COc1ccccc1Nc1nc(NCc2ccco2)nc(N)c1[N+](=O)[O-]	7	x	23	8	x	-4	x	23	-1
CCS(=O)(=O)N1Cc2ccccc2CC1C(=O)Nc1ccc(F)c(F)c1F (centres undefined)	11	-3	0	-2	10	1	1	5	2
Nc1nc(NCCO)nc(N2CCCCCC2)c1[N+](=O)[O-]	5	-11	7	6	-2	0	2	10	-2
COc1cc2c(C(=O)NCc3ccccn3)cn(C)c(=O)c2cc1OC	-2	-2	-2	0	1	-5	4	14	0
O=C(CN1C(=O)CSC1=O)NC1CCCCC1	3	3	0	-6	6	-3	3	15	-2
CCN(C(=O)COC(=O)CCOc1ccccc1)c1c(N)n(Cc2ccccc2)c(=O)[nH]c1=O	4	8	x	0	3	0	2	1	-1
COC(=O)c1ccc(NC(=S)N(Cc2cccnc2)Cc2ccco2)cc1	2	0	-7	1	-6	1	5	9	2
CCOc1ccc(C(=O)Nc2ncn[nH]2)cc1	10	3	5	-2	10	5	3	-7	3
N#Cc1cn(-c2ccccc2)nc1-c1ccco1	12	1	-9	-1	-8	-3	-6	-3	7
COc1ccccc1C(=O)Nc1ccc(-c2nnn(CC(=O)NCc3ccco3)n2)cc1	-5	-6	-25	-8	-6	-7	-9	-9	-14
CCN1CCN(Cc2nc(N)nc(Nc3ccc(C)c(C)c3)n2)CC1	6	0	4	2	-1	5	1	15	9
CC1CC(C)CN(C(=O)c2ccc(C(=O)c3ccccc3)cc2)C1 (centres undefined)	4	-2	8	0	3	1	-3	-2	-3
COC(=O)c1ccc2nc(NC(=O)CSCC(=O)OCC(=O)c3ccccc3)sc2c1	-6	-4	4	-5	2	-4	1	-24	-1
Cn1cc(S(=O)(=O)Nc2ccc(F)c(Cl)c2)c(=O)n(C)c1=O	2	7	5	-2	-5	-3	6	6	3
O=C(CCc1nc2ccccc2c(=O)[nH]1)N1CCN(S(=O)(=O)c2cccc([N+](=O)[O-])c2)CC1	6	-3	10	0	-12	4	1	5	4
CN=C(N)NCCC[C@H](N)C(=O)O	-2	3	5	0	-1	-4	5	-2	-3
Cc1nn(C)c2ncc(C(=O)c3cc(F)ccc3O)cc12	-1	7	-5	-1	4	-2	2	-4	15
C=CCNC(=O)[C@H]1N2C(=O)c3ccccc3C2SC1(C)C (some centres undefined)	6	0	-3	2	8	3	8	2	9
Cc1ccc(C(=O)NCCc2csc(C)n2)cc1	-3	-4	6	-2	3	-1	1	-5	10
C/C(N)=C(/C#N)C(=O)CSc1n[nH]c(-c2cccs2)n1	4	-7	0	0	-7	1	0	-5	-2
CCOc1ccc(OCCCCNC(C)(C)C)cc1	0	3	0	-2	3	1	0	1	2
COc1ccccc1N1CCN(C(c2cc3ccc(C)cc3[nH]c2=O)c2nnnn2C2CCCC2)CC1 (centres undefined)	5	-1	-8	3	3	4	3	2	0
COc1cc(NC(=O)Cc2nn(C)c(=O)c3ccccc23)cc(OC)c1OC	7	6	1	-2	3	-1	-6	18	4
CCN(CC)c1ccc(CN2CCC(C(=O)NCc3ccc(C)cc3)CC2)cc1	0	-1	-2	2	9	4	-4	18	1
O=C(CCCOc1ccc(Cl)cc1Cl)N/N=C\C1CCCCC1	1	5	11	5	5	-1	3	-54	-1
CCOC(=O)C1CCN(C(=O)CSc2c3c(nc4ccccc24)CCC3)CC1	-4	4	-10	5	-4	-1	3	-5	-4
O=C1C2C3C=CC(C3)C2C(=O)N1c1ccc2c(c1)OCO2 (centres undefined)	-4	5	-3	-2	3	2	7	1	-2
CN1C(=O)/C(=C/c2ccc(OCc3ccc(F)cc3)cc2)N(C)C1=S	0	-3	7	-7	6	0	8	6	0
O=C(NCCC1=CCCCC1)c1coc(=O)c(Br)c1	2	4	4	4	2	2	11	-9	13
Cc1c(C(=O)NCCNc2ncc(C(F)(F)F)cc2Cl)cccc1[N+](=O)[O-]	5	-3	7	1	1	3	4	15	-6
O=C(CN(C(=O)CCC(=O)Nc1ccccn1)c1ccc2c(c1)OCO2)NCc1ccco1	8	3	7	2	4	4	-1	15	8
CC1CCCN(S(=O)(=O)CCNC(=O)c2ccccc2)C1 (centres undefined)	0	5	9	5	0	2	2	5	-5
NC1=NC(=O)/C(=C/c2ccc(Cl)cc2Cl)S1	4	-6	-9	-2	7	0	2	-7	4
CC(C(=O)Nc1sc2c(c1C(=O)NCc1ccco1)CCCC2)N1C(=O)c2ccccc2C1=O (centres undefined)	9	-6	-2	0	3	-1	1	1	1
O=c1[nH]n(-c2ccc(Cl)cc2)c2ncccc12	6	7	-1	-2	1	3	-1	3	2
CC1CCCCC12NC(=O)N(CC(=O)NCCc1c[nH]c3ccccc13)C2=O (centres undefined)	1	0	x	3	7	0	2	13	1
CCOC(=O)N1CCN(C(=O)NC2CCCCC2)CC1	0	-2	0	-2	11	-6	4	-3	-4
Cc1cc(C)c(C(=O)N2CCC(N3CCC(C(=O)NC(C)C)CC3)CC2)o1	-4	-1	1	1	-11	-2	-3	1	-6

Continuation:
SMILES	pPAFAH inh	PAFAH2 FP inh	GSTO1 inh	PAD4 FP inh	PAFAH1B3 inh	LYPLA1 counter	PAFAH1B2 FP inh	PREPL inh	LYPLA2 counter
CC(C)n1nnnc1SCC(=O)NCc1ccco1	4	-1	-2	2	0	-8	2	-6	-6
CSc1cccc(NC(=O)COc2cccc3ccccc23)c1	3	-5	-2	0	7	-5	0	11	-7
Cc1ccccc1C(=O)N1CCC(C(=O)N(C)CC(=O)Nc2cccc(F)c2)CC1	9	4	0	0	9	2	2	12	5
Cc1ccc(/C=N/Nc2cn[nH]c(=O)n2)o1	12	2	5	-5	8	-3	5	-39	6
Cc1oc(-c2ccccc2)nc1CS(=O)CC(=O)NC1CCCCCC1 (centres undefined)	-1	4	-6	-7	5	1	2	4	-1
COc1ccc(N2CCN(C(=O)CCC(=O)N3CC(C)Oc4ccccc43)CC2)cc1 (centres undefined)	-1	2	1	-3	-5	1	3	1	12
COc1cc2c(c(OC)c1OC)C(c1ccccc1C)CC(=O)O2 (centres undefined)	6	-3	x	-1	8	x	1	x	x
O=C(/C=C/Nc1ccccc1)c1ccc(Cl)cc1Cl	8	-13	-8	-1	4	3	2	20	10
Cc1noc(NS(=O)(=O)c2ccc(NC(=O)CSc3nc4c(cc3C#N)CCCCC4)cc2)c1C	-11	7	-9	-2	4	6	2	8	-4
Cc1[nH]c(=O)[nH]c(=O)c1S(=O)(=O)N(CC(C)C)CC(C)C	4	x	-1	-4	x	2	x	-6	6
O=C(/C(=C/O)N=Nc1ccccc1)c1cccs1	3	8	-1	-4	-1	1	5	17	3
Cn1nnc(NC(=S)NC(=O)c2cccs2)n1	0	-4	6	-1	2	0	5	1	0
CC(C)(CNC(=O)c1ccc(S(=O)(=O)N2CCCC2)cc1)N1CCOCC1	7	-1	3	0	4	2	0	7	5
c1ccc(-c2nnsc2-c2ccccc2)cc1	4	9	7	0	9	1	10	6	0
S=C(NCc1ccc(Cl)cc1)NC1CCN(Cc2ccccc2)CC1	1	4	-7	-5	4	5	8	5	14
O=C(C1CCC(N2C(=O)C3CC=CCC3C2=O)CC1)N1CCCCC1 (centres undefined)	3	2	6	0	4	0	1	5	-1
Cc1ccc(CSCc2ccc(C(=O)O)o2)cc1	24	1	1	-3	-1	2	29*	-10	-1
CCOC(=O)N1CCN(S(=O)(=O)c2ccc(Br)cc2)CC1	0	-4	0	4	14	0	18	5	-1
CC1CCCN(c2c([N+](=O)[O-])c(=O)oc3ccccc23)C1 (centres undefined)	-2	8	-4	-1	0	5	3	1	-2
Cc1cc(Sc2nc(NC(C)(C)C)nc(N3CCOCC3)n2)nc(Cl)n1	6	-1	1	-1	4	-5	-2	7	-1
Cc1cc(NC(=O)CNCC(c2ccccc2)N(C)C)c([N+](=O)[O-])cc1C (centres undefined)	-4	3	1	1	-6	4	3	14	18

In the list so far, three contain a tert-butyl group:
SMILES	pPAFAH inh	PAFAH2 FP inh	GSTO1 inh	PAD4 FP inh	PAFAH1B3 inh	LYPLA1 counter	PAFAH1B2 FP inh	PREPL inh	LYPLA2 counter
CC(C)(C)NNC(=S)Nc1ccc(S(=O)(=O)N2CCOCC2)cc1	-6	6	-6	-4	8	-1	8	15	-4
CCOc1ccc(OCCCCNC(C)(C)C)cc1	0	3	0	-2	3	1	0	1	2
Cc1cc(Sc2nc(NC(C)(C)C)nc(N3CCOCC3)n2)nc(Cl)n1	6	-1	1	-1	4	-5	-2	7	-1
